NCI-60 one-dose screen, 48 h, at 10 µM unless noted. Numbers give growth in % (100 = growth as untreated, 0 = no growth, -100 = all killed).
DU-145 = DU-145 prostate cancer; 81,000 compounds, 4.2% hits; AID 1794760
SNB-75 = SNB-75 CNS cancer | 79,000 compounds, 5% hits | AID 1794750
SF-539 = SF-539 CNS cancer. 81,000 compounds, 6.8% hits
HCC-2998 = HCC-2998 colon cancer; AID 1794799; 79,000 compounds, 4.7% hits
SNB-19 = SNB-19 CNS cancer cells. 81,000 compounds, 2.5% hits. AID 1794751
U251 = U251 CNS tumor cells; 80,000 compounds, 5.4% hits; AID 1794753
SF-295 = SF-295 CNS cancer cells. 79,000 compounds, 5.6% hits
PC-3 = PC-3 prostate cancer cells; 80,000 compounds, 3.9% hits
SF-268 = SF-268 CNS cancer cells | 82,000 compounds, 3.1% hits | AID 1794759
An asterisk follows results filed as active; x = not tested or not shown; & = joins results of further samples. How the source made its calls: active means growth percent below 10; inactive means the rest. Random draw from the library (roughly 9.9% active in at least one column).

SMILES | DU-145 | SNB-75 | SF-539 | HCC-2998 | SNB-19 | U251 | SF-295 | PC-3 | SF-268
O=C1CSC(=NCC(=O)n2c(-c3ccccc3)nc3ccccc32)N1 | 110.7 | 69.9 | 98.4 | 107.9 | 87.5 | x | 95.9 | 104.1 | 100.8
CCN(CC)CCCC(Nc1c2ccc(Cl)cc2nc2ccc(OC)cc12)c1ccc(Cl)cc1 (configuration not stated) | 23.8 | 16.7 | -90.9* | -75.4* | 6.1* | -85.9* | -85.7* | 33.6 | 14.2
Clc1ccc(-n2ncc3c(Nc4ccc(OCc5ccccc5)cc4)ncnc32)cc1 | 100.2 | 86.4 | 92.4 | 98.0 | x | 95.0 | 97.8 | 86.1 | 99.7
Nc1nc(=O)c2nccnc2c(=O)[nH]1 | 106.4 | 78.8 | 95.4 | 102.8 | 100.0 | 102.1 | 100.1 | 108.5 | 101.3
COc1ccc(-c2c(NC(=O)Nc3ccc(Cl)c(C(F)(F)F)c3)cnn2-c2ccc(S(N)(=O)=O)cc2)cc1 | 53.5 | 65.7 | 35.2 | 28.5 | 21.5 | 15.6 | 38.6 | 9.5* | 37.5
O=C(COc1cc(O)c2c(=O)cc(-c3ccccc3)oc2c1)Nc1ccccn1 | 99.2 | x | 80.0 | 105.6 | 82.5 | 88.0 | 96.0 | 95.8 | 92.5
NC(=S)N/N=C\C(=O)c1ccccc1O | 109.5 | 79.3 | 101.5 | 96.9 | 108.3 | x | 94.7 | 104.3 | 106.7
CC(C(=O)O)c1ccc2oc(-c3ccc(Cl)cc3)nc2c1 (configuration not stated) | 125.0 | 140.0 | 88.9 | 99.9 | 91.9 | 115.2 | 89.4 | 101.1 | 105.8
Clc1cc(Cl)c2c(c1)CN(Cc1ccccc1)CO2 | x | 80.7 | 96.3 | 127.4 | 96.4 | 100.1 | 110.2 | 86.1 | 99.3
CC(C)Cc1nnc(N)s1 | 114.2 | 92.7 | 103.0 | 109.8 | 108.5 | 97.2 | 125.1 | 117.4 | 101.1
COc1ccc([C@@H]2c3[nH]c4ccccc4c3C[C@@H]3C(=O)N(C4CCN(Cc5ccccc5)CC4)CC(=O)N23)c(OC)c1 | 84.9 | 59.1 | 69.5 | 65.6 | 80.9 | 61.5 | 89.9 | 45.3 | 66.8
C=CCc1cc(Cl)cc2c(OC(C)=O)c(C(C)=O)c(-c3ccccc3)nc12 | 112.3 | 85.6 | 110.4 | 117.5 | 111.5 | 104.8 | 113.6 | 96.0 | 108.6
O=C(c1ccc(Cc2n[nH]c(=O)c3cccnc23)cc1)N1CCN(c2ccc(C(F)(F)F)cc2)CC1 | 103.9 | 86.7 | 87.0 | 92.9 | 92.8 | 99.7 | 91.7 | 85.3 | 98.3
CCC(C)Cn1cnc2c(SCc3ccccn3)nc(N)nc21 (configuration not stated) | 115.3 | 80.8 | 99.7 | 92.1 | 96.3 | 108.4 | 104.4 | x | 102.6
CC1(C)CC[C@@]23CC[C@@]4(C)[C@]5(C)CC[C@H]6C(C)(C)C(=O)CC[C@]6(C)[C@H]5CC(=O)[C@]4(OC2=O)[C@@H]3C1 | 101.9 | 69.7 | 86.9 | 100.9 | 92.4 | 88.3 | 101.0 | 81.1 | 88.7
COc1ccc(-n2nc(C(=O)NCC(=O)Nc3nc4cc(OC)ccc4s3)c3ccccc3c2=O)cc1 | -28.9* | -65.9* | -93.0* | 55.8 | 0.6* | -39.8* | x | 3.9* | -13.6*
Cc1cc(C)c2c(Cn3nnc(N)c3C#N)cc(=O)oc2c1 | 83.3 | 80.2 | 88.5 | 99.9 | 85.1 | 86.7 | 88.3 | 83.2 | 85.7
CCCCCCCCCCCCCC(=O)OCCCC | 116.5 | 98.1 | 100.4 | 108.4 | 108.9 | 107.4 | 113.3 | 89.4 | 113.4
Cc1[nH]c(C2CC(c3cccs3)=NN2C)c(C)c1C(=O)O (configuration not stated) | 109.6 | 91.3 | 101.7 | 105.0 | 101.5 | 100.5 | 98.4 | 97.1 | 98.1
CC(C)=NO | 116.5 | x | 103.4 | 96.6 | 103.8 | 101.4 | 102.7 | 109.8 | 108.3
N/N=C(\N/N=C/c1ccccc1)c1ccccc1 | 111.0 | 92.7 | 93.2 | 104.2 | 105.3 | x | 99.7 | 92.8 | 103.2
CC(C)(C)c1cc(C(C)(C)C)c(O)c(C(C)(C)C)c1 | 113.3 | 105.1 | x | 100.5 | 100.2 | 98.1 | 102.7 | 97.5 | 104.3
Clc1ccc(CN2CCO[C@H](CSc3ccccc3)C2)cc1 | 111.4 | 106.5 | 101.9 | 110.4 | 106.4 | 96.8 | 102.2 | 95.7 | 101.9
COc1cc(-c2nc(N3CCOCC3)c3c4c(sc3n2)CCCC4)cc(OC)c1OC | 97.5 | 87.6 | 103.0 | 101.0 | 100.6 | 97.3 | 96.9 | x | 101.6
CCN(CC)CCCC(C)NC(=O)OCC(C)C (configuration not stated) | 110.2 | 84.1 | 106.1 | 104.2 | 111.1 | 95.6 | x | x | 102.5
Cn1c(S)c(N=Nc2cccc3ccccc23)sc1=O | 102.2 | x | 95.7 | 101.9 | 103.5 | 94.8 | 98.4 | 73.9 | 88.6
N#CN1CCC[C@H]1C(=O)N1CCc2c(-c3[nH]nc4ncccc34)cccc21 | 0.9* | -16.0* | -36.9* | -7.0* | 17.1 | -27.6* | -14.3* | 21.6 | 7.2*
COc1ccc(/C=C2/C(=O)/C(=C/c3ccc(OC)cc3)C3CCC2N3C)cc1 | 90.8 | 96.3 | 101.4 | 113.8 | 84.7 | 59.1 | 86.1 | 69.0 | 86.8
CCCCCCCC/C=C\CCCCCCCC(=O)Oc1c(Cl)cc(Cl)cc1[N+](=O)[O-] | 122.0 | 103.9 | 148.7 | 103.2 | 115.7 | 119.8 | 104.3 | 120.5 | 118.7
Cc1ccsc1[C@@H]1C[C@H](O)Cc2cc(Br)c3ccccc3c2N1 | 125.1 | 95.6 | 97.3 | 114.2 | 98.8 | 94.5 | 90.3 | 98.6 | 118.8
O=C(O)c1ccc(-n2cc(CNc3ccc(Oc4ccccc4)cc3)c(-c3cc(C(F)(F)F)cc(C(F)(F)F)c3)n2)cc1 | 95.0 | 90.6 | 84.8 | 91.2 | 90.8 | 92.2 | 95.3 | 87.2 | 94.3
COc1ccc(-c2cc(Cc3cccs3)c(=O)n(CN3CCOCC3)n2)cc1 | 114.5 | 77.9 | 94.8 | 106.8 | 97.0 | 98.7 | 108.9 | x | 106.5
Cc1c(C(N)=O)sc2ncn(CC(=O)Nc3ccc(Cl)cc3)c(=O)c12 | 125.8 | 101.3 | 108.5 | 118.2 | 102.5 | 101.8 | x | 97.0 | 119.2
CCCCC1(CC(=O)OCC)SCCN1C(N)=O (configuration not stated) | 111.8 | 103.3 | 104.1 | 94.1 | 100.3 | 100.8 | 107.1 | 98.2 | 96.9
Clc1cnc(OC2CCC2)nc1-n1cnc2ccccc21 | 102.3 | 88.3 | 99.1 | 105.6 | 98.8 | 89.1 | 98.4 | 90.2 | 88.4
OC(c1ccccc1)c1nnc(SCc2ccccc2)n1Cc1ccccc1 (configuration not stated) | 108.0 | 76.3 | 101.2 | 111.0 | 79.7 | 87.5 | 83.4 | 87.6 | 94.2
COc1ccc(C(=O)C2C(c3ccc(OC)cc3)CN(C)C23C(=O)Nc2ccccc23)cc1 (configuration not stated) | 99.0 | 76.7 | 104.3 | 88.4 | 86.0 | 92.9 | 90.6 | 75.3 | 89.7
COC(=O)c1c(C)[nH]c2c3c(c(OC(C)=O)cc12)[C@H]1C[C@@H]2[C@@]4(C)CCCC(C)(C(=O)O)[C@@H]4CC[C@@]32C=C1C(C)C (some centres not stated) | 95.3 | 96.5 | 98.3 | 97.5 | 84.0 | 79.7 | 52.2 | 85.4 | 87.4
CCCCS(=O)(=O)c1ccc(Cl)c2ccccc12 | 107.2 | 94.0 | 97.9 | 100.4 | 88.1 | 95.0 | 111.3 | 85.0 | 103.1
C/C(=N\O)c1ccc(OCC(=O)Nc2nc(-c3ccccc3)cs2)cc1 | 115.2 | 104.0 | 107.2 | 102.6 | 104.5 | 101.0 | 105.4 | 92.4 | 105.0
O=C1CSC(c2ccc3c(c2)OCO3)N1Cc1ccccc1 (configuration not stated) | 117.1 | 90.4 | 102.0 | 93.1 | 104.7 | 93.9 | 96.2 | 102.2 | 110.3
Cc1cc2c(cc1Cl)C(=O)/C(=C/c1ccc(O)c(O)c1)O2 | 113.4 | 83.2 | 98.5 | 118.2 | 102.5 | 106.8 | 104.4 | 104.9 | 106.8
COc1cc(NC(=O)C2=C(N3CCOCC3)/C(=C/c3ccc(Cl)cc3)CC2)cc(OC)c1OC | 99.4 | 90.5 | 101.2 | x | 79.3 | 91.2 | 118.0 | 44.8 | 113.8
COc1ccc(CN(c2ccc(C)cc2)C2OC(=O)c3ccccc32)cc1OC (configuration not stated) | 115.5 | 90.3 | x | 101.5 | 96.5 | 86.3 | 100.0 | 90.6 | 113.0
Cc1nnc(Cc2ccco2)c2n[nH]c(C)c12 | 110.0 | 91.5 | 100.9 | 94.3 | 104.0 | 100.3 | x | 92.5 | 103.9

Retrieved by structure from the entries so far, 6 records:
SMILES | DU-145 | SNB-75 | SF-539 | HCC-2998 | SNB-19 | U251 | SF-295 | PC-3 | SF-268
Cc1cc2c(cc1Cl)C(=O)/C(=C/c1ccc(O)c(O)c1)O2 | 113.4 | 83.2 | 98.5 | 118.2 | 102.5 | 106.8 | 104.4 | 104.9 | 106.8
O=C(O)c1ccc(-n2cc(CNc3ccc(Oc4ccccc4)cc3)c(-c3cc(C(F)(F)F)cc(C(F)(F)F)c3)n2)cc1 | 95.0 | 90.6 | 84.8 | 91.2 | 90.8 | 92.2 | 95.3 | 87.2 | 94.3
O=C1CSC(c2ccc3c(c2)OCO3)N1Cc1ccccc1 (configuration not stated) | 117.1 | 90.4 | 102.0 | 93.1 | 104.7 | 93.9 | 96.2 | 102.2 | 110.3
COc1cc(NC(=O)C2=C(N3CCOCC3)/C(=C/c3ccc(Cl)cc3)CC2)cc(OC)c1OC | 99.4 | 90.5 | 101.2 | x | 79.3 | 91.2 | 118.0 | 44.8 | 113.8
Cc1nnc(Cc2ccco2)c2n[nH]c(C)c12 | 110.0 | 91.5 | 100.9 | 94.3 | 104.0 | 100.3 | x | 92.5 | 103.9
C/C(=N\O)c1ccc(OCC(=O)Nc2nc(-c3ccccc3)cs2)cc1 | 115.2 | 104.0 | 107.2 | 102.6 | 104.5 | 101.0 | 105.4 | 92.4 | 105.0

Sorted by count of non-hydrogen atoms (ascending): 3 of the compounds above.
SMILES | DU-145 | SNB-75 | SF-539 | HCC-2998 | SNB-19 | U251 | SF-295 | PC-3 | SF-268
Cc1nnc(Cc2ccco2)c2n[nH]c(C)c12 | 110.0 | 91.5 | 100.9 | 94.3 | 104.0 | 100.3 | x | 92.5 | 103.9
CCCCC1(CC(=O)OCC)SCCN1C(N)=O (configuration not stated) | 111.8 | 103.3 | 104.1 | 94.1 | 100.3 | 100.8 | 107.1 | 98.2 | 96.9
OC(c1ccccc1)c1nnc(SCc2ccccc2)n1Cc1ccccc1 (configuration not stated) | 108.0 | 76.3 | 101.2 | 111.0 | 79.7 | 87.5 | 83.4 | 87.6 | 94.2

Next entries follow:
SMILES | DU-145 | SNB-75 | SF-539 | HCC-2998 | SNB-19 | U251 | SF-295 | PC-3 | SF-268
N#CCCN(CCC#N)S(=O)(=O)c1ccc(Nc2ccc(O)c3c2C(=O)c2ccccc2C3=O)cc1 | 76.0 | 79.2 | 87.7 | 85.7 | 72.1 | 63.3 | 112.5 | 57.0 | 84.4
Cc1cc(Br)c(NC(=O)c2c(-c3c(Cl)cccc3Cl)noc2C)c(Br)c1 | 114.9 | 86.0 | 98.0 | 92.7 | 94.4 | 99.2 | 75.7 | 60.2 | 107.7
N=C1N=C(SCc2nc3ccccc3[nH]2)NC(=O)/C1=C/c1ccc(F)cc1 | 119.5 | 105.7 | 104.4 | 127.2 | 100.1 | 99.7 | 99.0 | 107.2 | 112.8
O=[N+]([O-])c1cccc(Cl)c1 | 118.3 | x | 100.8 | 101.0 | 108.1 | 107.2 | 94.4 | 91.8 | 98.1
CC1=CC(c2cccc(Cl)c2)C(=O)/C1=C\c1cn(CCCn2cc(/C=C3/C(=O)C(c4cccc(Cl)c4)C=C3C)c3ccccc32)c2ccccc12 (configuration not stated) | 110.9 | 93.0 | 111.6 | 102.5 | 95.6 | 99.6 | 105.5 | 83.6 | 102.7
Cc1nn(-c2ccccc2)c2c1C1C(=C(c3ccc(F)cc3)N2)C(=O)N(Cc2ccccc2)c2ccccc21 (configuration not stated) | 102.7 | 77.7 | 114.3 | 97.3 | 90.7 | 88.4 | 97.7 | 72.2 | 102.3
Cc1nc(Nc2ccc(NC(=O)Nc3ccc(Cl)c(C(F)(F)F)c3)cc2)c2c(C)c(C)[nH]c2n1 | 91.9 | 109.3 | 93.9 | 119.4 | 99.5 | 93.3 | 86.2 | 83.1 | 111.0
COCCCNc1nc(NC(=O)c2ccc(F)cc2Cl)cc(-c2cccnc2)n1 | 102.0 | 98.1 | 109.5 | 93.9 | 94.1 | 95.3 | 96.8 | 101.4 | 97.3
NNc1ccc2ccccc2c1 | 110.5&98.5 | 75.7&79.1 | 100.3&86.0 | 98.0 | 101.9&99.0 | 101.4&102.5 | 102.1&95.8 | 82.0&73.0 | 96.8&75.8
CC1CCN(Cc2ccc(NC(=O)c3cc4ccc5cccnc5c4[nH]3)cc2)CC1 | 2.2* | 14.5 | 8.4* | 17.5 | 64.6 | 14.7 | x | 41.6 | 37.4
Cc1nc(Br)c(Br)n1Cc1ccccc1 | 103.7 | 85.9 | 97.8 | 111.0 | 100.1 | 87.4 | 96.6 | 92.5 | 105.7
N/C(=N\OC(=O)CSc1nc2ccccc2s1)c1ccc2ccccc2c1 | 103.4 | 86.7 | 95.2 | 107.0 | 99.9 | 96.4 | 103.1 | 93.6 | 98.2

Screening data (PubChem BioAssay)
